zfTRPN1 agonist – zebrafish TRPN1 channel agonists, primary screen, cell-based, HEK293, calcium fluorescence. HEK293 zebrafish TRPN1-YFP, Fluo-8 calcium fluorescence; 100% = response to 87 µM carbachol. activation, % at 3 µM. hit rate 0.18% among 220,000;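 active = activation above its plate's cutoff, the mean activation of test wells on that plate plus 3 SD, cut at about 19% in these data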;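 note: 0% = DMSO alone and 100% = 87 µM carbachol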
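System: zebrafish TRPN1-YFP in HEK293 cells / Dosing: 3 µM single point / Timing: dye loading 1 h at 37 °C, then 30 min room temperature / Signal: Fluo-8 calcium fluorescence, excitation 470-495 nm, emission 515-575 nm / Read-out basis: percent activation from peak over basal fluorescence ratio, control-normalized / Control set: high carbachol 87 µM, low DMSO alone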
S1P4 agonist – S1P4 receptor agonists, primary screen, cell-based; Sphingosine 1-phosphate receptor 4 (Homo sapiens), O95977; S1P4-expressing cell line, agonist reporter assay; activation, % at 4.98 µM; hit rate 0.35% among 220,000; in the data active = activation above about 11%;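 note: 0% = DMSO vehicle and 100% = reference agonist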
NPY-Y1 antag – NPY-Y1 receptor antagonists, primary screen, cell-based. Neuropeptide Y receptor type 1 (Homo sapiens), P25929. hit rate 1% among 200,000. HEK293-CNG Y1 cells, membrane potential fluorescence; NPY at EC95, then isoproterenol. AID 1040, 2008. inhibition, % at 3.6 µM;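 active = inhibition above the campaign mean inhibition of all tested compounds plus 3 SD, cut at about 20% in these data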;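 note: 0% = DMSO wells given NPY plus isoproterenol and 100% = isoproterenol alone without NPY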
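System: HEK293 cells with Y1 receptor plus CNG channel / Probe or stimulus: NPY 25 nM then isoproterenol 1 µM plus Ro 20-1724 25 µM / Compound: one concentration, 3.6 µM, in 0.4% DMSO / Schedule: compound incubation 1 h at room temperature, readout 45 min post-stimulation / Measured by: membrane potential fluorescence / Read-out: % inhibition of NPY effect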
EP2 mod – EP2 receptor modulators, cAMP readout, primary screen, cell-based, HTRF cAMP, PGE2 stimulation; EP2-expressing cells, cAMP HTRF FRET, PGE2 co-stimulation; induction, % at 25 µM; hit rate 0.83% among 260,000; AID 940, 2007;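 active = compounds whose cAMP rise, as percent of the full-agonist control response, exceeds 60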;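 note: rat C6 glioma line stably carrying human EP2 under a CMV promoter; the protocol text gives 20 µM as final concentration; 100% = response of wells given 1 µM PGE2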
Target sequence (P43116 whole entry, looked up): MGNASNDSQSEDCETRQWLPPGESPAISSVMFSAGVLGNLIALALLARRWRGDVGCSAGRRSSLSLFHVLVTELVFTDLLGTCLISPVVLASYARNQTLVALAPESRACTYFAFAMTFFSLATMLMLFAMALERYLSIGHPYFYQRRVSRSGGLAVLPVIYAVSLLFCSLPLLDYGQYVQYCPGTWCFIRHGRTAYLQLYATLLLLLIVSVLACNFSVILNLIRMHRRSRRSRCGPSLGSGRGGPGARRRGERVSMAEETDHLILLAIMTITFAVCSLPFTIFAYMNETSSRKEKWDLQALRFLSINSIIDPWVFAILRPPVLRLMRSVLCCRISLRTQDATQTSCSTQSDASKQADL
NPY-Y2 PAM-ag – NPY-Y2 potentiators or agonists, primary screen, cell-based. cells expressing NPY-Y2, potentiator/agonist read-out. activation, % at 3.6 µM. hit rate 0.45% among 220,000. AID 1359, 2008; in the data active = activation above about 27%;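 note: cells stimulated with NPY near EC25 plus isoproterenol at EC100; 0% = vehicle plus submaximal agonist and 100% = vehicle plus saturating agonist; some results beyond the cut were filed as inactive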
Target sequence (P49146 whole entry, looked up): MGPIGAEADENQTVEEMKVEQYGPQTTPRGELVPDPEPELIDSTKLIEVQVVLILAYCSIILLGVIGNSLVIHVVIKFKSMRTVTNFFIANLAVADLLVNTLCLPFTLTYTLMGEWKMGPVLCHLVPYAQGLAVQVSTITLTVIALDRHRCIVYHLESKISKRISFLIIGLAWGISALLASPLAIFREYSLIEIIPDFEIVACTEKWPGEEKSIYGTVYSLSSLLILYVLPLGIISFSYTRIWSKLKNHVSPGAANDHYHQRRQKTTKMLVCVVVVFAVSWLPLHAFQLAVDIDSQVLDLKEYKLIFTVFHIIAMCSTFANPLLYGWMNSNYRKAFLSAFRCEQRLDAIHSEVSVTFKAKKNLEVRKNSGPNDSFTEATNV
S1P4 antagonist – S1P4 receptor antagonists, primary screen, cell-based; Sphingosine 1-phosphate receptor 4 (Homo sapiens), O95977; S1P4-expressing cells, antagonist mode, reporter read-out; inhibition, % at 4.98 µM; hit rate 0.26% among 220,000; AID 1510, 2009; in the data active = inhibition above about 29%;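 note: 0% = wells stimulated with agonist and 100% = vehicle wells without agonist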
CHOP inh – inhibitors of CHOP promoter induction, primary screen, cell-based, unfolded protein response, luciferase reporter | CHO-K1 CHOP-promoter luciferase, tunicamycin-induced, 15-18 h | inhibition, % at 10 µM | hit rate 3.8% among 220,000;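 active = compounds that reduced the stress-induced luciferase reporter signal by more than about 70% of percent inhibition, limit read from the data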;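 note: 0% = tunicamycin plus vehicle and 100% = wells without tunicamycin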
NPY1 pot ag – NPY-Y1 receptor potentiators or agonists, primary screen, cell-based. NPY-Y1 expressing cells, potentiator/agonist activation. activation, % at 3.6 µM. hit rate 0.37% among 220,000; in the data active = activation above about 33%, passing the limit was not always enough;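 note: cells stimulated with NPY at EC10 then isoproterenol at EC100; 0% = low agonist plus stimulus and 100% = saturating agonist plus stimulus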
TRPML3 agonist – human TRPML3 channel agonists, primary screen, cell-based, HEK293 TRPML3-YFP, Fluo-8 calcium fluorescence, 3 µM. 100% = the carbachol control signal. hit rate 0.29% among 220,000. activation, % at 3 µM. AID 1448, 2008. Mucolipin-3 (Homo sapiens), Q8TDD5;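 active = activation above its plate's cutoff, the mean activation of the plate's test wells plus 3 SD, cut at about 12% in these data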;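 note: 0% = DMSO only wells and 100% = carbachol wells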
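system = HEK293 cells stably carrying human TRPML3-YFP | doses = one concentration, 3 µM nominal, 0.3% DMSO | timing = dye loading 1 h 37 °C then 30 min ambient, 125 s read | detection = Fluo-8 calcium dye fluorescence, ex 470-495, em 515-575 nm | benchmarks = high control carbachol 87 µM, low control DMSO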
Active calls of the source: *; · = no result given; & = joins results of further samples. Random draw from the library; any-hit rate near 6.5%.

entry	SMILES	zfTRPN1 agonist	S1P4 agonist	NPY-Y1 antag	EP2 mod	NPY-Y2 PAM-ag	S1P4 antagonist	CHOP inh	NPY1 pot ag	TRPML3 agonist
1	CSc1ccccc1C(=O)C1CCCN(S(=O)(=O)c2c(C)noc2C)C1 (configuration not stated)	-1.3	0.8	-2	-16	-14	-8	11	-1	0.3
2	COc1ccc(/C=C2\N=C(SC)N(c3ccccc3OC)C2=O)cc1	-1.8	-0.9	2	-34	-4	-19	63	3	-0.1
3	Cn1c(-c2ccccc2)n[nH]c1=S	1.8	2.6	·	2	-4	-16	3	21	0.2
4	CCCCNC(=O)CSc1nnc(-c2ccco2)n1C	0.3	-0.3	0	19	4	0	15	-3	0.1
5	Cc1ccc(C2CC(=O)Nc3cc4c(cc32)OCCO4)s1 (configuration not stated)	-0.1	0.4	5	30	12	4	15	13	-0.5
6	Cc1ccc(C)c(-c2csc(N/N=C/c3ccco3)n2)c1	1.8	1.2	-2	-6	18	1	48	1	0.6
7	CC(C)N(CCO)C(=O)CCc1nnc(CCCc2ccccc2)o1	0.7	0.9	11	-6	2	1	-12	-6	-0.1
8	CCNC(=O)Cc1ccc(NS(=O)(=O)c2ccc(F)cc2)cc1	1.9	0.5	3	-9	2	-6	-4	3	0.9
9	CC(C(=O)Nc1ccc(C(=O)O)cc1)N1C(=O)c2ccccc2C1=O (configuration not stated)	1.1	1.3	-5	17	0	-9	-39	5	0.6
10	COC(=O)c1nn(-c2ccccc2)c(=O)cc1O	0.0	2.2	0	-10	-1	-18	8	2	0.0
11	COc1cc(NS(=O)(=O)c2ccc(NC(=S)NC(=O)c3ccco3)cc2)ncn1	0.8	0.4	-3	-122&-72	-16	-4	18	4	1.0
12	COc1ccc(/C=C(\C)c2nc(C)c(-c3ccccc3)c(=O)[nH]2)cc1	-0.2	1.2	·	-18	-16	-18	3	-3	0.8
13	O=C(NCc1ccccc1)NC1CCS(=O)(=O)C1 (configuration not stated)	-1.2	0.3	-4	-2	-1	-7	15	7	-1.0
14	CC(=O)NC(CCS(C)(=O)=O)C(=O)Nc1nccs1 (configuration not stated)	5.6	0.5	11	26	12	6	10	18	0.9
15	Cc1ccc(N/C(CSC(N)=O)=N/S(=O)(=O)c2ccccc2)cc1	0.2	2.2	-1	-5	-21	1	6	-11	1.4
16	CCCCN=C(Nc1ccc(Cl)cc1)c1cccnc1	0.6	-1.6	7	11	-1	-12	31	13	0.1
17	COc1ccccc1NS(=O)(=O)c1cc(NC(=O)c2ccccc2F)ccc1N1CCOCC1	1.0	0.2	6	-18	2	0	6	-3	-0.2
18	COC(=O)[C@@]1(Cc2ccc(F)cc2)[C@H]2c3cc(C(=O)N(C)C)n(Cc4c(CO)[nH]cc(C)c4=O)c3C[C@H]2CN1C(=O)c1ccccc1	8.7	2.1	-1	20	0	-15	0	-9	3.8
19	Cc1nc(C)c(-c2ccccc2)c(=O)[nH]1	-0.2	1.6	0	24	-1	-25	-21	-3	-0.1
20	COc1ccc(C)cc1NC(=O)C1CCCN(S(=O)(=O)c2cnc[nH]2)C1 (configuration not stated)	-0.3	0.1	1	3	-7	3	31	0	0.4
21	CCCSc1nnc(-c2ccccc2NC(=O)CC)c(=O)[nH]1	-0.1	1.9	-2	18	6	-4	24	0	0.5
22	CNC(=S)Nc1cccc(C(=O)OC)c1	0.5	-1.2	·	20	6	18	-24	-27	2.5
23	COc1ccc(/C=C/C(O)=C(\C#N)c2nnc(N3CCOCC3)n2-c2ccccc2)cc1OC	0.9	1.1	0	26	-11	-8	-47	-13	0.9
24	COc1ccc(/C=C/C(=O)Nc2ccccc2C(F)(F)F)cc1	0.9	1.5	10	-16	-7	-17	-5	-3	1.8
25	COC(=O)c1ccccc1NC(=O)COC(=O)c1cccnc1	1.2	3.0	3	10	12	-7	-5	0	0.6
26	COc1ccc2c(c1OC)C(=O)N1c3ccccc3C(=O)N(c3ccccc3F)C21 (configuration not stated)	0.3	1.8	6	-18	10	8	30	-4	1.2

Exported in transposed form: entries from further up
12	COc1ccc(/C=C(\C)c2nc(C)c(-c3ccccc3)c(=O)[nH]2)cc1
13	O=C(NCc1ccccc1)NC1CCS(=O)(=O)C1 (configuration not stated)
14	CC(=O)NC(CCS(C)(=O)=O)C(=O)Nc1nccs1 (configuration not stated)
15	Cc1ccc(N/C(CSC(N)=O)=N/S(=O)(=O)c2ccccc2)cc1
16	CCCCN=C(Nc1ccc(Cl)cc1)c1cccnc1
17	COc1ccccc1NS(=O)(=O)c1cc(NC(=O)c2ccccc2F)ccc1N1CCOCC1
18	COC(=O)[C@@]1(Cc2ccc(F)cc2)[C@H]2c3cc(C(=O)N(C)C)n(Cc4c(CO)[nH]cc(C)c4=O)c3C[C@H]2CN1C(=O)c1ccccc1
19	Cc1nc(C)c(-c2ccccc2)c(=O)[nH]1
20	COc1ccc(C)cc1NC(=O)C1CCCN(S(=O)(=O)c2cnc[nH]2)C1 (configuration not stated)
21	CCCSc1nnc(-c2ccccc2NC(=O)CC)c(=O)[nH]1

| Compound | 12 | 13 | 14 | 15 | 16 | 17 | 18 | 19 | 20 | 21 |
| --- | --- | --- | --- | --- | --- | --- | --- | --- | --- | --- |
| zfTRPN1 agonist | -0.2 | -1.2 | 5.6 | 0.2 | 0.6 | 1.0 | 8.7 | -0.2 | -0.3 | -0.1 |
| S1P4 agonist | 1.2 | 0.3 | 0.5 | 2.2 | -1.6 | 0.2 | 2.1 | 1.6 | 0.1 | 1.9 |
| NPY-Y1 antag | · | -4 | 11 | -1 | 7 | 6 | -1 | 0 | 1 | -2 |
| EP2 mod | -18 | -2 | 26 | -5 | 11 | -18 | 20 | 24 | 3 | 18 |
| NPY-Y2 PAM-ag | -16 | -1 | 12 | -21 | -1 | 2 | 0 | -1 | -7 | 6 |
| S1P4 antagonist | -18 | -7 | 6 | 1 | -12 | 0 | -15 | -25 | 3 | -4 |
| CHOP inh | 3 | 15 | 10 | 6 | 31 | 6 | 0 | -21 | 31 | 24 |
| NPY1 pot ag | -3 | 7 | 18 | -11 | 13 | -3 | -9 | -3 | 0 | 0 |
| TRPML3 agonist | 0.8 | -1.0 | 0.9 | 1.4 | 0.1 | -0.2 | 3.8 | -0.1 | 0.4 | 0.5 |

22	CNC(=S)Nc1cccc(C(=O)OC)c1
23	COc1ccc(/C=C/C(O)=C(\C#N)c2nnc(N3CCOCC3)n2-c2ccccc2)cc1OC

| Compound | 22 | 23 |
| --- | --- | --- |
| zfTRPN1 agonist | 0.5 | 0.9 |
| S1P4 agonist | -1.2 | 1.1 |
| NPY-Y1 antag | · | 0 |
| EP2 mod | 20 | 26 |
| NPY-Y2 PAM-ag | 6 | -11 |
| S1P4 antagonist | 18 | -8 |
| CHOP inh | -24 | -47 |
| NPY1 pot ag | -27 | -13 |
| TRPML3 agonist | 2.5 | 0.9 |

Compound activity deposited in PubChem by several laboratories.
